Screens (PubChem BioAssay)
HT1080 IDH1KD tx: toxicity to HT-1080 IDH1 knockdown cells (counter line) | HT-1080 IDH1 knockdown viability, ATP luminescence, 48 h | Potency, µM (highest dose often 46.1 µM), for inactives: at the top dose activity, negative = toxicity, hits mostly cytotoxic | hit rate 2% among 360,000;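 further: 0% = DMSO wells and -100% = cell-free medium wells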
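In this qHTS, HT-1080 cells depleted of IDH1 are exposed for 48 h at 37 °C to compound titrations. Toxicity is scored from CellTiter-Glo luminescence, with DMSO as full viability and medium alone as none.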
KB-3-1 tox: KB-3-1 parental cell cytotoxicity; Potency, µM (series often up to 46.1 µM), for the others: at the top dose activity change, negative = cytotoxic, actives largely listed as cytotoxic; AID 1347075; KB-3-1 viability, CellTiter-Glo ATP luminescence, 72 h; hit rate 1.4% among 400,000; further: on the % scale 0 is the no-effect control and ±100 the full control effect; nearly all actives have a fitted effect of over 60% in size
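Parental KB-3-1 adenocarcinoma cells in phenol-red-free DMEM with 10% FBS were pin-treated with compounds at several concentrations, incubated 72 h at 37 °C, and viability read by CellTiter-Glo luminescence; concentration-effect curves were fitted after normalization.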
GLP-1R inv ag: inverse agonists of human GLP-1 receptor | P43220 | HEK293 GLP-1R CRE-luciferase, luminescence, 24 h; GLP-1R form is constitutively active | Potency, µM (top dose mostly 38.3 µM), for inactives: top-dose activity change, negative = inhibition, hits mostly inhibitors | hit rate 1.6% among 410,000 | AID 624417; further: on the % scale 0 is the no-effect control and ±100 the full control effect; nearly all actives have a fitted effect of over 55% in size
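Readout was luciferase luminescence, measured 12 min after detection reagent at room temperature. Beforehand, GLP-1R reporter HEK293 cells had sat 12 h, then received compounds for 24 hr at 37 deg C.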
HEK293 tox: cytotoxicity counter-screen for GLP-1 receptor inverse agonists; HEK293 cAMP-luciferase reporter cells, luminescence, 24 h; Potency, µM (top dose mostly 38.3 µM), for inactives: top-dose activity change, negative = inhibition, hits mostly inhibitors; hit rate 0.13% among 410,000;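 further: loss of luciferase light is scored as toxicity; on the % scale 0 is the no-effect control and ±100 the full control effect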
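Step one: seed cells (200 cells/uL, DMEM with 10% Nu serum, 1% pen-strep). Step two: 12-hour incubation at 37 deg C. Step three: pin 23 nL compound, incubate 24 hr. Step four: add luciferase reagent, read luminescence 12 min later.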
TDP43 rescue: rescues yeast growth from TDP-43 toxicity; TDP-43 expressing yeast growth rescue, BacTiter-Glo, 24 h; Potency, µM (highest dose often 46.1 µM), for inactives: top-dose growth rescue (activation), actives largely listed as activators; AID 652104; hit rate 1.8% among 410,000; further: % of control where 0% means no effect; nearly all actives have a fitted effect of over 50% in size
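Yeast cells expressing TDP-43 under galactose induction are exposed to compounds for 24 hr at 30 deg C. BacTiter-Glo luminescence measures growth, so protective compounds score as activators.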
SW480 rereplic: induces DNA re-replication in SW480 colon adenocarcinoma cells; SW480 DNA re-replication, Hoechst DNA content imaging, 48 h; Potency, µM (highest dose often 46.1 µM), inactives show top-dose re-replication activation, usual class: activators; hit rate 1.8% among 340,000; AID 624297; further: % of control where 0% means no effect; nearly all actives have a fitted effect of over 55% in size
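Per well, 250 cells were exposed to pinned compound for 48 hr. Nuclear DNA was visualised with Hoechst (40 min, 37 C) and total object intensity recorded by fluorescence scanning.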
KB-V1 cytotox: KB-V1 MDR subline cytotoxicity. KB-V1 MDR cells viability, CellTiter-Glo, 72 h. Potency, µM (top dose mostly 46.1 µM), for inactives: at the highest dose activity change, negative = cytotoxicity, actives largely listed as cytotoxic. hit rate 3.4% among 400,000; further: on the % scale 0 is the no-effect control and ±100 the full control effect; nearly all actives have a fitted effect of over 60% in size
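qHTS viability screen in drug-selected KB-V1 MDR cells: 72 h compound treatment at 37 degrees C, ATP luminescence end point.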
HT1080-NT tox: kills 2HG-producing HT-1080-NT fibrosarcoma cells; HT-1080-NT fibrosarcoma viability, CellTiter-Glo ATP luminescence, 48 h; Potency, µM (doses to about 46.1 µM), inactives show at the top dose activity, negative = less viability, most hits filed as cytotoxic; hit rate 1.6% among 360,000; AID 686970;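 further: NT is the 2HG producing partner of a matched IDH1 knockdown line; 0% = DMSO-treated cells and -100% = media-only wells without cells; nearly all actives have a fitted effect of over 55% in size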
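Viability of the 2HG-overproducing fibrosarcoma line after 48 hours of compound exposure at 37 degrees C was determined by luminescence with CellTiter-Glo, and concentration-effect curves were then fitted and categorized.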
GLP1R ag: activates the human GLP-1 receptor. HEK293 GLP-1R CRE-luciferase, luminescence, 4-6 h; cells express a hypersensitive GLP-1R form. Potency, µM (top dose mostly 45.6 µM), without a hit: at the top dose activation, most hits filed as activators. hit rate 0.007% among 380,000. AID 624172; further: % of control where 0% means no effect
* hit, by the source's call; ? = inconclusive; · = not tested or not shown; [ ] = dose if it differs, or a comment. The call rests on the fitted dose curve; in most records, active means well fitted curve in the direction sought with a large enough effect; inconclusive means small, poorly fitted or top-dose-only effect, or another doubt; inactive means no such curve, though single readings can be large; an effect the other way counts as inactive or inconclusive. Potency means the concentration at half of the fitted maximal effect.

cpd	SMILES	HT1080 IDH1KD tx	KB-3-1 tox	GLP-1R inv ag	HEK293 tox	TDP43 rescue	SW480 rereplic	KB-V1 cytotox	HT1080-NT tox	GLP1R ag
1	C=CCc1c(C)nc2c(C)cccc2c1SC(=N)N	-17%	-13%	?	-15%	-3%	95%	-2%	-1%	2%
2	COc1ccc(NC(=S)Nc2ccc(N(C)C(C)=O)cc2)cc1	4%	1%	3%	-16%	16%	-87%[inhibitor]	0%	1%	0%
3	O=C(NC1CCCCC1)C(c1ccc(O)cc1)N(CC1CCCO1)C(=O)C1COc2ccccc2O1 (stereo not drawn)	4.6µM*	-13%	-17%	-10%	-5%	10%	21µM*	4.6µM*	-5%
4	CCn1cc(C(=O)NCCCN2CCCC(C)C2)c(=O)c2cc(S(=O)(=O)N3CCOCC3)ccc21 (stereo not drawn)	7%	14%	5%	-12%	-10%	8%	?	-1%	-5%
5	CCn1c(SCC(=O)Nc2ccccc2)nc2nc3c(cc2c1=O)COC(C)(C)C3	-1%	-5%	-3%	-1%	2%	2%	2%	2%	-7%
6	CC(C)(C)C(=O)CC(=O)Nc1ccc(Cl)c(N)c1	2%	-2%	51%[activator]	10%	-16%	-10%	3%	0%	7%
7	O=C(NCCc1c[nH]c2ccccc12)c1cccc(S(=O)(=O)Nc2ccccc2Cl)c1	-9%	2%	?	-4%	-1%	-29%	-4%	-7%	-9%
8	COc1ccc(C(=O)C[n+]2ccc(C)cc2)cc1	12%	14%	16%	-8%	15%	6%	?	11%	0%

Record cards (already shown). Order of values: HT1080 IDH1KD tx | KB-3-1 tox | GLP-1R inv ag | HEK293 tox | TDP43 rescue | SW480 rereplic | KB-V1 cytotox | HT1080-NT tox | GLP1R ag
`O=C(NC1CCCCC1)C(c1ccc(O)cc1)N(CC1CCCO1)C(=O)C1COc2ccccc2O1` (stereo not drawn) is listed as 4.6µM* | -13% | -17% | -10% | -5% | 10% | 21µM* | 4.6µM* | -5%
`C=CCc1c(C)nc2c(C)cccc2c1SC(=N)N` is listed as -17% | -13% | ? | -15% | -3% | 95% | -2% | -1% | 2%

The list continues:
cpd	SMILES	HT1080 IDH1KD tx	KB-3-1 tox	GLP-1R inv ag	HEK293 tox	TDP43 rescue	SW480 rereplic	KB-V1 cytotox	HT1080-NT tox	GLP1R ag
9	COCCNC(=S)N1CCN(Cc2cccc(OC)c2)CC1	7%	14%	19%	7%	?	-11%	9%	2%	2%
10	CC1CCN(C(=O)Cn2cnc3c2c(=O)n(C)c(=O)n3C)c2ccccc2S1 (stereo not drawn)	-2%	1%	6%	-17%	17%	9%	0%	0%	6%
11	COCCCn1c(SCC(=O)Nc2cccc(C)n2)nnc1-c1ccco1	3%	10%	-10%	-17%	-19%	-1%	-10%	4%	-6%
12	CCN(CC)CCn1c2c(c(SCC(=O)Nc3ccc(C(C)C)cc3)nc1=O)CCCC2	0%	-12%	12%	-1%	2%	-4%	5%	-2%	0%
13	CCCn1c(N)c(C(=O)CSc2nc(C)cs2)c(=O)[nH]c1=O	-1%	-2%	-1%	2%	-7%	2%	5%	2%	18%
14	COc1ccc(CC(NC(C)=O)C(=O)N2CCN(C(=O)Nc3ccc(Cl)cc3)CC2)cc1OC (stereo not drawn)	-6%	?	0%	-20%	-7%	-10%	-17%	20%	-11%
15	O=C1c2ccccc2S(=O)(=O)N1CC(O)Cn1c2ccccc2c2ccccc21 (stereo not drawn)	4%	15%	?	21%	11µM*	-3%	0%	-3%	-2%
16	COc1ccc(S(=O)(=O)N2CCN(C(=O)COc3ccccc3)CC2)cc1	2%	-16%	2%	2%	18%	1%	0%	1%	-3%

Single values from the results shown:
SW480 rereplic with compound 2 is entered as -87%[inhibitor]
KB-V1 cytotox with compound 7 is entered as -4%

Carrying on:
cpd	SMILES	HT1080 IDH1KD tx	KB-3-1 tox	GLP-1R inv ag	HEK293 tox	TDP43 rescue	SW480 rereplic	KB-V1 cytotox	HT1080-NT tox	GLP1R ag
17	CC1(C(=O)NS(=O)(=O)c2cccc(C#N)c2)CCN1C(=O)C1(c2ccccc2)CC1 (stereo not drawn)	9%	5%	3%	8%	2%	·	3%	5%	7%
18	Cc1cc2c(=O)[nH]cnc2s1	-3%	10%	29%	2%	-2%	-5%[9.22 µM]	-2%	6%	-12%
19	Cc1ccc(S(=O)(=O)N2CCCCC2)cc1NC(=O)CSc1nncn1-c1ccccc1	-6%	-4%	-30%	-7%	6%	-5%	?	1%	11%
20	CCCNC(=O)c1onc(CSc2ccncc2)c1C(=O)NCCC	-4%	2%	4%	-9%	-4%	0%	16%	2%	0%
21	O=C(OC1CC2CC1[C@H]1CCCCN1C2=O)N1CCOCC1 (stereo partly drawn)	4%	12%	3%	-5%	17%	·	18%	16%	-4%
22	CCOc1ccc(NC(=O)C2CC(=O)N(CCc3ccccc3)C2)cc1OC (stereo not drawn)	2%	7%	-7%	-14%	-4%	-4%	-22%	1%	-5%
23	CCOC(=O)N1CCN(C2CC(=O)N(c3ccc(C)cc3)C2=O)CC1 (stereo not drawn)	-4%[9.24 µM]	6%	4%	2%	18%	-7%	-7%	7%	14%
24	Cc1ccc(SCC(=O)Nc2ccc3oc(-c4ccccc4C)nc3c2)cc1	·	-12%	0%	-11%	18%	·	-10%	·	·

Following part
cpd	SMILES	HT1080 IDH1KD tx	KB-3-1 tox	GLP-1R inv ag	HEK293 tox	TDP43 rescue	SW480 rereplic	KB-V1 cytotox	HT1080-NT tox	GLP1R ag
25	Cn1c(=O)[nH]c(=O)c2c1nc(NC1CCCC1)n2Cc1ccccc1	-1%	11%	32%[activator]	0%	5%	-15%	20%	4%	28%
26	O=C(O)Cn1cnc2ccccc2c1=O	0%	-13%	-5%	2%	8%	1%	-1%	9%	-4%
27	O=C(NCCCN1CCCCC1)c1ccc2c(c1)NC(=O)C(N1CCCCC1)S2 (stereo not drawn)	0%	-3%	-27%	7%	5%	-2%[9.22 µM]	2%	3%	19%
28	Cc1cn2c(=O)c(S(=O)(=O)NCCc3ccccc3)c(C)nc2s1	·	10%	10%	3%	9%	·	23%	·	·
29	CC(=O)COc1ccc(-c2csnn2)cc1	15%	-1%	10%	-7%	0%	2%	2%	11%	6%
30	COc1ccc(COc2cc(-c3cccc(OC)c3)nc3ccc(NC(=O)c4ccccc4)cc23)cc1	23µM*	16µM*	-45%	-26%	0%	16µM*	-11%	?	9%
31	CCN(CC)CCNC(=O)C(C)c1nn(C)c(=O)c2ccccc12 (stereo not drawn)	15%	1%	0%	-12%	5%	-4%	-22%	6%	-5%
32	COc1ccc(CN2CC[C@H]3C=CCc4cccc(c43)C2)cc1	-21%	-6%	?	0%	3%	3%	6%	-8%	0%

Carrying on:
cpd	SMILES	HT1080 IDH1KD tx	KB-3-1 tox	GLP-1R inv ag	HEK293 tox	TDP43 rescue	SW480 rereplic	KB-V1 cytotox	HT1080-NT tox	GLP1R ag
33	COc1ccc(C(CNC(=O)c2cccc(NS(=O)(=O)c3ccccc3)c2)N2CCCC2)cc1 (stereo not drawn)	0%	-12%	?	-5%	8%	-2%	-14%	-11%	14%
34	O=C(NC1CC1)c1cccc2c1C(=O)c1ccc(N3CCC(N4CCCCC4)CC3)cc1S2(=O)=O	18%	0%	10%	-15%	0%	·	22%	2%	15%
35	CCc1nc2c(OCc3ccccc3C)cccn2c1N(C)C(=O)C(C)C	4%	-1%	?	3%	2%	·	-1%	-6%	6%
36	O=C(O)Cn1nc(C(F)(F)F)c2c1CCCCC2	8%	5%	-1%	-16%	10%	-16%	8%	10%	-7%
37	CCOc1ccc(S(=O)(=O)NCC(=O)OCc2nnc(-c3ccccc3)o2)cc1	7%	5%	3%	2%	5%	-12%	25%	3%	-1%
38	O=C(CSc1nc(=O)n2ccccc2n1)NCCc1ccccc1	7%	10%	39%[activator]	7%	-8%	?	24%	14%	8%
39	COc1ccc(CCNC(=O)c2c(-c3ccccc3Cl)noc2C)cc1	0%	-1%	-26%	15%	18%	1%	-7%	12%	3%
40	COC(=O)[C@]1(CC(C)C)N[C@H](c2ccc(-c3ccc4c(c3)OCO4)cc2)[C@@H]2C(=O)N(C)C(=O)[C@@H]21	8%	5%	17%	0%	16%	3%[9.22 µM]	0%	21%	-6%

Continued (5 carried over from the part before).
cpd	SMILES	HT1080 IDH1KD tx	KB-3-1 tox	GLP-1R inv ag	HEK293 tox	TDP43 rescue	SW480 rereplic	KB-V1 cytotox	HT1080-NT tox	GLP1R ag
36	O=C(O)Cn1nc(C(F)(F)F)c2c1CCCCC2	8%	5%	-1%	-16%	10%	-16%	8%	10%	-7%
37	CCOc1ccc(S(=O)(=O)NCC(=O)OCc2nnc(-c3ccccc3)o2)cc1	7%	5%	3%	2%	5%	-12%	25%	3%	-1%
38	O=C(CSc1nc(=O)n2ccccc2n1)NCCc1ccccc1	7%	10%	39%[activator]	7%	-8%	?	24%	14%	8%
39	COc1ccc(CCNC(=O)c2c(-c3ccccc3Cl)noc2C)cc1	0%	-1%	-26%	15%	18%	1%	-7%	12%	3%
40	COC(=O)[C@]1(CC(C)C)N[C@H](c2ccc(-c3ccc4c(c3)OCO4)cc2)[C@@H]2C(=O)N(C)C(=O)[C@@H]21	8%	5%	17%	0%	16%	3%[9.22 µM]	0%	21%	-6%
41	Nc1ccc2c(c1)C(=O)N(c1cccc3ccccc13)C2=O	-5%	-4%	-25%	15%	14µM*	20%	16%	-20%	1%
42	CCN(CC)C(=O)c1cnn(-c2ccccc2)c1NC(=O)c1cccc(F)c1	23%	12%	1%	0%	5%	1%	5%	14%	2%
43	O=c1c2cccnc2[nH]c(=S)n1Cc1ccccc1	3%	26%	11%	6%	15%	-7%	2%	8%	0%
44	Cc1ccc(C(=O)COC(=O)CNC(=O)c2cccs2)cc1	5%	8%	14%	-6%	?	-5%	14%	16%	2%
45	O=C(NCc1ccncc1)c1cccc(S(=O)(=O)N2CCc3ccccc32)c1	-17%	?	-22%	-12%	11%	-7%	?	?	9%
46	CCc1c(C#N)c(SCc2c(C)noc2C)nc2c1C(=O)CC(C)(C)C2	-12%	-23%	8.9µM*	7%	-31%[inhibitor]	-5%	?	-27%	3%
47	Cc1noc(C)c1C(=O)N1CC(C)OC(C)C1 (stereo not drawn)	11%	19%	-12%	-7%	7%	1%	5%	7%	-1%
